Screening data deposited in PubChem BioAssay by The Scripps Research Institute Molecular Screening Center.
PG9 Ab binder = PG9 antibody binding by small molecule. TR-FRET gp120-PG9 antibody binding. inhibition, % at 6.7 µM. actives 0.43% (n = 360,000). AID 624416; in the data active means inhibition above about 8.5%
LEDGF integ inh = blocks HIV-1 LEDGF/p75-dependent DNA integration | TR-FRET IN-LEDGF/p75 DNA integration, Eu/Cy5 | inhibition, % at 3.7 µM | actives 0.64% (n = 370,000);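 active means inhibition above the screen-wide mean plus 3 SD, cut at about 13% in these data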;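 further: signal is the Cy5 over europium emission ratio at 671 and 618 nm; 0% = plate median of compound wells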
HTRA1 inhibitor = inhibitors of human serine peptidase HTRA1 | recombinant HTRA1, FP-rhodamine activity-based probe, fluorescence polarization | actives 0.5% (n = 340,000) | AID 504803 | inhibition, % at 5.96 µM; in the data active means inhibition above about 36%;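 further: 0% = enzyme with DMSO and 100% = wells lacking enzyme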
TDP2 inh = blocks human TDP2 phosphodiesterase activity; O95551; recombinant TDP2, T5PNP hydrolysis, p-nitrophenol absorbance 415 nm; inhibition, % at 12.8 µM; actives 0.34% (n = 370,000); AID 720702;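 active means inhibition above the mean of all tested compounds plus 3 SD, set per campaign, cut at about 25% in these data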;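 further: 0% = DMSO with enzyme and 100% = buffer with substrate but no TDP2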
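Material: recombinant human TDP2; quantity: TDP2 enzyme at 120 nM final; medium: Tris-HCl pH 7.5 with MgCl2; compound: single concentration, 12.8 µM nominal, with 1% DMSO; incubation: 2 h enzyme incubation at 37 °C; signal: epi absorbance; measure: percent inhibition; benchmarks: high control without enzyme, low control DMSO plus TDP2; repeats: singlicate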
PRMT1 FP inh = inhibitors of human PRMT1. Q99873. recombinant PRMT1, activity-based probe fluorescence polarization. inhibition, % at 2.79 µM. actives 1.3% (n = 370,000). AID 652257;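 active means inhibition above about 21% made by adding two undisclosed values, limit read from the data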
Tn7 DDE FP = disrupts Tn7 cyclic peptide binding to fibrin D-Dimer-E complex; FP displacement of FITC-Tn7 peptide from fibrin DD(E); 0% = median of compound wells per plate; P02675; inhibition, % at 8.3 µM; actives 0.13% (n = 370,000);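 active means inhibition above the mean of compounds falling within the control limits plus 3 SD of them, cut at about 14% in these data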;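 further: 0% = plate median of compound wells and 100% = 10 µM Aha-Tn7 peptide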
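System: human fibrin DD(E); quantity: Fibrin-DD(E) at 2 µM final; also added: fluorescent Tn7 probe at 0.1 µM; compound dosing: single nominal test concentration of 8.3 µM per compound; schedule: 10 min preincubation, 3 h with tracer, room temperature; detection: fluorescence polarization of the labelled Tn7 tracer; repeats: one replicate per compound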
SIAE inh = blocks human sialic acid acetylesterase. AID 1053197. SIAE FP-Rh probe binding, fluorescence polarization. inhibition, % at 9.66 µM. actives 0.69% (n = 370,000);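 active means inhibition above a cutoff: mean of compounds within the control limits plus 3 SD of those, cut at about 17% in these data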;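 further: 0% = plate median of compound wells and 100% = probe without SIAE protein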
ABHD4 inh = ABHD4 (mouse) inhibition, primary FP screen; Q8VD66; purified mABHD4, FP-Rh probe fluorescence polarization; inhibition, % at 8.92 µM; actives 0.54% (n = 370,000); AID 720543;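 active means inhibition exceeding the mean over every tested compound plus 3 SD, cut at about 30% in these data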;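 further: 0% = plate median of compound wells and 100% = S159A mutant with DMSO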
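Assay system: wild-type mouse ABHD4 protein; compound: single nominal dose of 8.92 µM, 0.89% DMSO final; schedule: 45 min + 60 min at 25 °C; measured by: FP readout, ex 525 nm / em 598 nm; evaluation: % inhibition of FP-Rh probe binding versus controls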
TCR CD3 inh = blocks the human TCR-CD3 interaction | TAMRA-labeled TCR probe fluorescence, biochemical | inhibition, % at 9.4 µM | actives 0.37% (n = 360,000) | AID 651800; in the data active means inhibition above about 19%;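 further: recombinant mutant TCR 2C K166C tagged with TAMRA read by polarization; 0% = receptor in buffer alone and 100% = receptor with positive control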
UHRF1 binding = UHRF1 methyl-DNA binding inhibition; AID 687016; actives 0.75% (n = 370,000); UHRF1 binding to methylated oligo, TR-FRET; inhibition, % at 4.4 µM; in the data active means inhibition above about 21%;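 further: UHRF1 SRA domain binding a hemimethylated CpG hairpin DNA probe; 0% = median of test compound wells and 100% = reference inhibitor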
Target sequence (Q96T88 whole entry, looked up, the tested form may be a part): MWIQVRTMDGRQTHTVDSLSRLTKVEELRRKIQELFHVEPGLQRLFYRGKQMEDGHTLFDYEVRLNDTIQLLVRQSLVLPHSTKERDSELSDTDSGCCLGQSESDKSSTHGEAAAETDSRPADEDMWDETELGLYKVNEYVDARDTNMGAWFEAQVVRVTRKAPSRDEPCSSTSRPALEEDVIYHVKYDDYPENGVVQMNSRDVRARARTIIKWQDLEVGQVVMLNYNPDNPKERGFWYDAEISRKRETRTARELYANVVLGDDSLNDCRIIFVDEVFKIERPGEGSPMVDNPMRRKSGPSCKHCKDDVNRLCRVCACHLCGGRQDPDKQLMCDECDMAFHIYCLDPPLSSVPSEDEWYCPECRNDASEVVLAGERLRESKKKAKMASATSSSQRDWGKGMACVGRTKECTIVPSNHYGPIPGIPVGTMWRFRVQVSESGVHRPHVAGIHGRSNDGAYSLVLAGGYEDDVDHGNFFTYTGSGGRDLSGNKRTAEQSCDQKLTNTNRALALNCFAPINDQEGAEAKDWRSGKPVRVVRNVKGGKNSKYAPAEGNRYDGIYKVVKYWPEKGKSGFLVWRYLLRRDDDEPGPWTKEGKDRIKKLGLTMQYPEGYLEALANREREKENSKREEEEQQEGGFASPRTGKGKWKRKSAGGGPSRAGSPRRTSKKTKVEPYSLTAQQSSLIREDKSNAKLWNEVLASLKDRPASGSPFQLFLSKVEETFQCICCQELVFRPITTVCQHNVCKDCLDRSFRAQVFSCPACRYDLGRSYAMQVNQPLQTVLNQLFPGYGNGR
Active calls of the source: *; · = no result given.

SMILES | PG9 Ab binder | LEDGF integ inh | HTRA1 inhibitor | TDP2 inh | PRMT1 FP inh | Tn7 DDE FP | SIAE inh | ABHD4 inh | TCR CD3 inh | UHRF1 binding
CSc1nsc(SCC(=O)NC2CCCCC2)n1 | -0.3 | 1 | 2 | 1 | -3 | -1 | -2 | 3 | 9 | -1
CCOC(=O)c1sc(=S)n(C)c1NC(=O)c1cccc(Br)c1 | -0.8 | 4 | · | -1 | 7 | -4 | 0 | -3 | -5 | 12
COc1ccccc1CNC(=O)COC(=O)CCC(=O)c1cccs1 | -0.8 | 4 | 4 | -9 | -4 | 1 | -3 | 1 | 0 | 4
COc1cc(S(=O)(=O)Nc2ccc(C)cc2)ccc1N=Cc1c(C)[nH]n(-c2ccc(C)cc2)c1=O | -2.4 | -1 | -6 | 2 | 1 | 0 | -40 | 3 | -1 | -3
O=C(NNS(=O)(=O)c1ccc(F)cc1)c1ccccc1F | 1.2 | -6 | 3 | -1 | 6 | 5 | -1 | -1 | -7 | 10
COc1ccccc1NS(=O)(=O)c1ccc2oc(N)nc2c1 | -0.7 | 0 | 8 | 10 | 0 | -10 | -5 | 7 | 7 | -2
CC1CN(C(=O)CNC(=O)COc2ccccc2)CC(C)O1 (centres undefined) | 0.3 | -1 | -2 | -9 | 0 | 3 | -4 | 0 | -4 | -1
O=C(O)c1ccc(Oc2ccccc2)o1 | -0.5 | 3 | 1 | -5 | -2 | -2 | 2 | 7 | 1 | -2
CCN1CCN(c2ccc(S(=O)(=O)N3CCCCC3)cc2NC(=O)c2cccc(Cl)c2)CC1 | -0.3 | 0 | -14 | -17 | -2 | -1 | -2 | -2 | 2 | 5
O=S(=O)(Nc1nccs1)c1ccc(NCc2cc(Br)cc(Br)c2O)cc1 | -0.1 | 5 | -6 | 23 | -4 | 0 | 8 | 14 | 0 | 0
COc1ccccc1/C=C/CN1CCNC(=O)C1CC(=O)NCCc1cnccn1 (centres undefined) | 0.3 | 0 | -4 | 4 | 3 | 1 | 6 | 2 | -2 | -1
O=C(c1ccc(CNS(=O)(=O)c2cccc(C(F)(F)F)c2)cc1)N1CCOCC1 | -1.4 | 3 | 4 | 5 | -4 | 3 | 7 | 2 | 2 | 0
CC(NC(c1ccccc1)c1ccccc1)C(=O)N1CCCc2ccccc21 (centres undefined) | 0.4 | -2 | -27 | -1 | 3 | -1 | -3 | -9 | -8 | 1
CCn1c(SCC(=O)n2c(C)c(C)c3ccccc32)nnc1-c1ccco1 | -1.3 | -1 | -1 | 5 | -2 | -7 | 4 | -2 | 1 | -1
CC(C)(C)[C@H]1COC(=O)[C@H](NC(=O)OCC2c3ccccc3-c3ccccc32)C/C=C\C[C@@H](CC(=O)N(CCO)Cc2ccccc2)C(=O)N1 | -2.3 | 0 | -23 | 4 | -1 | -1 | 3 | -4 | 2 | 0
N#CCC(CNc1ncc(C(F)(F)F)cc1Cl)OC(=O)c1cccc(C(F)(F)F)c1 (centres undefined) | -0.2 | -3 | -28 | -10 | 0 | -6 | -3 | -9 | 0 | 1
CS(=O)(=O)c1ccc2nc(NC(=O)c3ccc(S(=O)(=O)NCC4CCCO4)cc3)sc2c1 (centres undefined) | 0.5 | -4 | 8 | 6 | 0 | 2 | -17 | 0 | 7 | 0
COc1ccc(-n2cc(COC(=O)NCCc3c[nH]c4ccccc34)nn2)cc1 | · | 4 | · | 1 | -5 | -5 | 1 | -7 | · | 3
CNCC(=O)Nc1ccc(OC(F)(F)F)cc1 | -1.4 | -6 | 0 | 2 | 3 | 7 | -1 | 7 | 0 | 3
CCS(=O)(=O)Nc1cccc(C2=NN(S(=O)(=O)c3ccc(C)cc3)C(c3cccs3)C2)c1 (centres undefined) | -0.4 | 0 | -43 | 7 | -1 | 7 | -17 | -2 | 6 | 3
Cc1nn(CC(=O)N2CCC(C(N)=O)CC2)c(=O)c2nn(-c3ccccc3)c(C)c12 | 0.7 | -3 | 3 | -18 | 8 | 0 | 9 | -2 | -5 | 3
O=C(Nc1cccc(S(=O)(=O)N2CCCCC2)c1)c1ccccc1NS(=O)(=O)c1ccc(F)cc1 | -1.8 | 0 | -35 | 4 | 0 | -1 | 1 | -2 | 3 | 1
CC(C)c1nnc(NC(=O)c2cc3cc(Br)ccc3oc2=O)s1 | -0.2 | -3 | -4 | 17 | 3 | -4 | 8 | -1 | -3 | -1
Cc1ccc(S(=O)(=O)Nc2cccc(-n3cnnn3)c2)cc1C(=O)O | -4.6 | 2 | 4 | 0 | -3 | -3 | -5 | 2 | 3 | -1
CC1CCN(C(=O)C2CCC(=O)N(Cc3ccc(Cl)cc3)C2)CC1 (centres undefined) | -1.0 | 2 | -3 | 16 | -4 | 0 | -1 | -4 | 8 | 5
COC(=O)c1ccc(NC(=O)CSc2nc(C)cc(=O)[nH]2)cc1 | 1.9 | 3 | 8 | -4 | 4 | 3 | -6 | -9 | -4 | 7
COc1cccc(OC)c1NC(=O)C1CCCN1C(=O)Nc1cccc(Cl)c1 (centres undefined) | -0.9 | -3 | 9 | 0 | 0 | -2 | 4 | 8 | 8 | 1
COc1ccccc1C(=O)OCC(=O)c1ccc(CNC(C)=O)s1 | -1.5 | 3 | 7 | 3 | -5 | 0 | -1 | -2 | 0 | 5
CN(Cc1ccccc1)C(=O)OCc1cn(Cc2cccc(C(F)(F)F)c2)nn1 | · | 6 | · | 0 | -2 | -7 | -2 | -5 | · | 0
COc1ccc(CCNC(=O)c2ccc3c(c2)NC(=O)C(C(C)C)N3)cc1OC (centres undefined) | -1.2 | 6 | -8 | -16 | -3 | -9 | 5 | -1 | 1 | 2

Profiles from above:
CNCC(=O)Nc1ccc(OC(F)(F)F)cc1 in the list: PG9 Ab binder: -1.4; LEDGF integ inh: -6; HTRA1 inhibitor: 0; TDP2 inh: 2; PRMT1 FP inh: 3; Tn7 DDE FP: 7; SIAE inh: -1; ABHD4 inh: 7; TCR CD3 inh: 0; UHRF1 binding: 3
COc1ccc(-n2cc(COC(=O)NCCc3c[nH]c4ccccc34)nn2)cc1 in the list: PG9 Ab binder: ·; LEDGF integ inh: 4; HTRA1 inhibitor: ·; TDP2 inh: 1; PRMT1 FP inh: -5; Tn7 DDE FP: -5; SIAE inh: 1; ABHD4 inh: -7; TCR CD3 inh: ·; UHRF1 binding: 3
Cc1nn(CC(=O)N2CCC(C(N)=O)CC2)c(=O)c2nn(-c3ccccc3)c(C)c12 in the list: PG9 Ab binder: 0.7; LEDGF integ inh: -3; HTRA1 inhibitor: 3; TDP2 inh: -18; PRMT1 FP inh: 8; Tn7 DDE FP: 0; SIAE inh: 9; ABHD4 inh: -2; TCR CD3 inh: -5; UHRF1 binding: 3

Later entries
SMILES | PG9 Ab binder | LEDGF integ inh | HTRA1 inhibitor | TDP2 inh | PRMT1 FP inh | Tn7 DDE FP | SIAE inh | ABHD4 inh | TCR CD3 inh | UHRF1 binding
O=C(NCCOCc1ccccc1)C(c1ccccc1)c1ccccc1 | 1.3 | 1 | -5 | 3 | 5 | 2 | -11 | 0 | 2 | 9
C[C@H](CCCC/C=C/C(=O)O)O[C@@H]1O[C@@H](C)[C@H](O)C[C@H]1O | 1.8 | -1 | -6 | -3 | 1 | 1 | -4 | -2 | 7 | 1
Cc1nc2ccc(NC(=O)[C@H](C)N3C(=O)C4CC=CCC4C3=O)cc2s1 (some centres undefined) | 1.0 | 0 | 1 | -11 | 7 | 1 | 1 | -16 | -10 | 10
Cc1noc(C)c1CSc1nnc(-c2cccnc2)n1C1CCCCC1C (centres undefined) | -0.8 | -2 | -1 | -7 | 0 | 4 | 2 | -2 | 0 | 1
COc1ccc(N(C)S(=O)(=O)c2cccc(C(=O)Nc3ccc4c(c3)OCCO4)c2)cc1 | -4.1 | 2 | -14 | -27 | 0 | -5 | -4 | -20 | 5 | 2
CCOC(=O)Nc1ccc(OC(=O)Oc2ccc(NC(=O)OCC)cc2)cc1 | 0.0 | 0 | 5 | 6 | -2 | 5 | -4 | -1 | 5 | 1
Cc1ccc(OC(=O)c2cncc(Br)c2)c(C)c1 | -1.9 | 4 | -4 | 5 | -4 | 5 | 7 | 0 | 8 | -3
Cc1cc(C)nc(N/N=C/c2ccccc2OCc2ccccc2)n1 | -2.4 | 2 | -6 | 0 | 0 | -1 | -3 | 2 | 2 | -6
CC(OC(=O)CN1C(=O)NC2(CCCC2)C1=O)C(=O)Nc1cccc(Cl)c1Cl (centres undefined) | 2.2 | -4 | -1 | 1 | 0 | -1 | 1 | 1 | -4 | 2
O=S1(=O)CCOCCCN1Cc1cccc(F)c1 | 1.3 | 0 | 7 | -7 | -4 | -9 | 2 | 2 | 1 | 3
COc1ccc(NC(=O)c2cc3nc(-c4ccccc4)cc(-c4ccccc4)n3n2)c(OC)c1 | 2.7 | 4 | -6 | -1 | 0 | 5 | -7 | -4 | -9 | 7
CCn1cc(CNC(=O)CCc2ccc(OC)cc2)cn1 | 0.6 | -1 | 5 | -7 | 1 | -4 | -3 | 0 | 2 | 14
Cc1c(C(=O)N2CCOCC2)c(S(=O)(=O)Nc2ccc(OC(F)(F)F)cc2)c(C)n1C | -0.4 | -1 | 5 | -10 | -1 | 7 | 4 | 5 | 5 | 1
COc1ccc(S(=O)(=O)N(C)C[C@H]2OCc3cnnn3CCCC(=O)N([C@H](C)CO)C[C@@H]2C)cc1 | -1.8 | 0 | -4 | 4 | 5 | -2 | 4 | -2 | -15 | 1
Oc1cccc(-c2ccc3nccn3c2)c1 | -0.8 | 7 | · | -2 | -5 | -3 | -6 | -1 | 5 | -7
COc1ccc(C(=O)N2CCN(CCNC(=O)C(=O)Nc3ccc(F)cc3)CC2)cc1OC | -0.8 | 0 | 7 | -2 | 1 | 7 | -2 | 0 | 2 | -3
COc1ccc(C2C(C(C)=O)=C(C)N=c3s/c(=C\c4cc(C)n(C)c4C)c(=O)n32)c(OC)c1 (centres undefined) | -2.6 | 2 | -16 | 0 | -18 | -27 | -17 | -32 | -4 | -14
O=C(COC(=O)c1ccc(F)cc1F)Nc1ccc(Cl)cn1 | 0.1 | -1 | 4 | 8 | -4 | -2 | 0 | -3 | 2 | -2
O=C(Cn1c(NCCO)nc2ccccc21)c1cccs1 | -0.7 | 1 | -3 | 0 | 0 | -3 | -2 | 1 | 2 | -1
O=C1CC(N2CCCCCC2)C(=O)N1c1ccc(F)cc1 (centres undefined) | 0.8 | 0 | 2 | 3 | 41* | -3 | 1 | 9 | -4 | 0
CCCn1c(N)nc2ccccc21 | 0.0 | -2 | -4 | 2 | 3 | 5 | 0 | -6 | 5 | -1
O=S1(=O)CC(N2CCN(CC3CC3)CC2)CN1Cc1ccccc1 (centres undefined) | 1.0 | 4 | · | 8 | -1 | 4 | 16 | 4 | -2 | -1

Not a hit list (roughly 4.2% active in at least one column).
